# Compound activity (PubChem)
# KCNQ2 inh – KCNQ2 channel blockers in CHO-K1 cells – cell-based, FluxOR thallium flux, B-score, primary screen (AID 2156); O88943; 20 min; stronger effect = lower value; B-score at 10 µM; actives 1.1% (n = 310,000);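 active = fluorescence ratio B-score at most minus 3 library SDs, with starting brightness B-score within 2 library SDs, cut at about -5.5 in these data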
# CHT block – human CHT choline transport inhibition | actives 0.86% (n = 310,000) | B-score at 10 µM | AID 488975 | Q9GZV3 | CHT-expressing cells, membrane potential dye, choline response; stronger effect = lower value;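 active = B-score over 3 SD under the library average, and starting fluorescence ratio not unusually high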;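 also: choline stimulus applied at its EC90 after an EC20 pre-addition; B-score computed on integrated fluorescence ratio after choline addition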
# Target sequence (Q9GZV3 whole entry, looked up): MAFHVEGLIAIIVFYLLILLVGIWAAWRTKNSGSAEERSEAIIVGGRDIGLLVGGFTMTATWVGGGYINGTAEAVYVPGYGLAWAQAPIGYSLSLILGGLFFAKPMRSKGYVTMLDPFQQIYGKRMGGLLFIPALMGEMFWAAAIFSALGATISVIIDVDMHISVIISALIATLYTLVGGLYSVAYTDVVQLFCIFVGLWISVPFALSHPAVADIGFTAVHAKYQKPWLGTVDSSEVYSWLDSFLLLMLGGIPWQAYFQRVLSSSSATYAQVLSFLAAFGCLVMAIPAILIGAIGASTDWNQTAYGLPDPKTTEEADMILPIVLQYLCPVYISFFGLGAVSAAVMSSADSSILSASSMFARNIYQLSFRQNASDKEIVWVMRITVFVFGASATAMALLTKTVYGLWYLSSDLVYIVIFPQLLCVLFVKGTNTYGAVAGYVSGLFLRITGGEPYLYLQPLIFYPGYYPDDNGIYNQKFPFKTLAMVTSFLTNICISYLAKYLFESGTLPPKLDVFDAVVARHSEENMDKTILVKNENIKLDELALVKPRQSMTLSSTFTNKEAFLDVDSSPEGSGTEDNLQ
# The depositor's hits bear a star; i = inactive; x = no result given.
SMILES | KCNQ2 inh | CHT block
Cc1cc(C)c(C#N)c(SCc2ccc(F)cc2)n1 | i | i
N/C(=N\OC(=O)Cc1ccc([N+](=O)[O-])cc1)c1ccc([N+](=O)[O-])cc1 | i | i
Cn1c(=O)[nH]c(=O)c2c1nc(N1CCN(CCO)CC1)n2CCSc1nc2ccccc2s1 | i | i
CC1=NCCN1CCNC(=O)Nc1cc(C)cc(C)c1 | i | i
O=C(NCc1ccc2c(c1)OCO2)c1ccccc1Cl | i | i
CCc1nc2ccccc2c(=O)n1/N=C/c1ccc(Cl)cc1 | i | i
CC1CCN(c2ccc(NC(=O)Cc3ccccc3)cc2)CC1 | i | i
COc1cccc(CNc2nc3ccccc3n2CCN2CCCCC2)c1 | i | i
O=C(CSc1nc(C2CC2)nc2ccccc12)N1c2ccccc2Sc2ccccc21 | -6.1* | i
CCOC(=O)N1N=C(CC)CC1(O)C(F)(F)F (configuration not stated) | i | i
CC(C)OC(=O)CC12CN3CC(CC(=O)OC(C)C)(CN(C1)C(=O)c1ccccc1C3=O)C2=O | i | i
CC1=C(C(=O)Nc2ccccc2)C(c2ccc(C)o2)n2c(s/c(=C/c3ccccc3)c2=O)=N1 (configuration not stated) | i | i
CSc1cccc(NC(=O)CNC(=O)C2CCCCC2)c1 | i | i
CC(=O)Nc1ccc(S(=O)(=O)NCC(=O)OCc2ccccc2)cc1 | i | i
COc1ccc(NC(=O)COC(=O)C2CC3C=CC2C3)cc1 (configuration not stated) | i | i

# (continued)
SMILES | KCNQ2 inh | CHT block
COc1cc(NS(=O)(=O)c2ccc(NC(=S)NC(=O)c3ccc(F)cc3)cc2)nc(OC)n1 | i | i
O=C(CN(Cc1ccccc1F)S(=O)(=O)c1ccc(Cl)cc1)NCC1CCCO1 (configuration not stated) | i | i
COc1ccc2nc(NC(=S)N(C)C)sc2c1 | i | i
N/C(Cc1ccc([N+](=O)[O-])cc1)=N\OC(=O)Cc1ccccc1 | i | i
Cc1ccc(-n2ncc3c(=O)n(CC(=O)Nc4cccc(Cl)c4)cnc32)cc1C | i | i
O=C(NCCN1C(=O)C2C3C=CC(C3)C2C1=O)NCc1ccccc1 (configuration not stated) | i | i
Cc1ccc(CNC(=O)CN2CCN(Cc3ccc(Cl)cc3)C2=O)cc1 | i | i
Cc1ccc(C(=O)N(c2ccccc2)C2CC(C)N(C(=O)c3ccco3)c3ccccc32)cc1 (configuration not stated) | i | i
N#CC1=C(N)SC(N)=C(C#N)C1C1C=CCCC1 (configuration not stated) | i | i
O=S1(=O)CCOCCN1Cc1ccc(Cl)cc1Cl | i | i
COc1ccc(OC)c(C(=O)c2coc3ccc(OC(C)=O)cc23)c1 | i | i
O=C(O)/C=C/c1cn(-c2ncc(C(F)(F)F)cc2Cl)c2ccccc12 | i | i
Oc1ccc(C(c2nnnn2C2CCCCC2)N2CCOCC2)cc1 (configuration not stated) | i | i
Cn1cc(CN2CCC(N3CCNC(=O)CC3)CC2)c(-c2ccccc2F)n1 | i | i
CCOC(=O)c1c(N)nn(C(=O)C(C)C)c1-c1ccc(OC)cc1 | i | i

# Later entries.
SMILES | KCNQ2 inh | CHT block
O=C(OCC(=O)N1CCCC1=O)c1ccc(O)cc1O | i | i
c1ccc(CCc2cn(C[C@H]3CC[C@@H]([C@@H]4CC[C@H](Cn5cc(CCc6ccccc6)nn5)O4)O3)nn2)cc1 | i | i
CCOc1ccc(CCNC(=O)CCn2nc(C)c3c(C)n(-c4ccccc4)nc3c2=O)cc1 | i | i
O=c1c2c3c(sc2ncn1/N=C/c1ccc(Br)o1)CCCC3 | i | i
O=C(Nc1ccc(Cl)cn1)c1ccc([N+](=O)[O-])o1 | i | x
COc1ccc(-c2c3c(=O)n(C)c(=O)n(C)c3cn2-c2ccccc2)cc1 | i | i
CC(C)(C)c1cc(CN2CCC(O)CC2)cc(C(C)(C)C)c1O | i | i
O=C(CCCOc1ccc(Cl)cc1Cl)Nc1ccccn1 | i | i
O=C(CCCOc1ccccc1)NCC1CCCO1 (configuration not stated) | i | i
COc1cc(OC)cc(C(=O)N2CCN(Cc3ccc4c(c3)OCO4)CC2)c1 | i | i
O=c1oc(-c2ccco2)nc2sc3c(c12)CCCCC3 | i | i
O=C(c1ccc(N2CN(C(=O)c3ccco3)c3nc4ccccc4nc32)cc1)N1CCOCC1 | i | i
CCOc1ccc(-n2nc(C(=O)NC3CCCCC3)c3ccccc3c2=O)cc1 | i | i
Cc1ccc(C(C)NC(=O)C2CCCO2)cc1C (configuration not stated) | i | i
O=c1[nH]c(=S)n(-c2ccc(Br)cc2)c2ncccc12 | i | i

# (more compounds)
SMILES | KCNQ2 inh | CHT block
CC1CCN(C(=O)C2CCN(S(=O)(=O)c3cnc[nH]3)CC2)CC1 | i | i
O=C(COC(=O)CNS(=O)(=O)c1ccccc1)NC12CC3CC(CC(C3)C1)C2 | i | i
COc1cccc(NC(=O)CCNC(=O)Cn2ccc3ccccc3c2=O)c1 | i | i
Cc1cccc(C)c1NC(=O)C1CCCN1C(=O)OC(C)(C)C (configuration not stated) | i | i
COc1ccc(CN(CCCN2CCOCC2)C(=O)Nc2ccccc2)cc1OC | i | i
O=C(CCN1C(=O)/C(=C/c2ccccc2)SC1=S)Nc1cccnc1 | i | i
Cc1cccc(C(=O)N(NC(=O)Oc2ccccc2)C(C)(C)C)c1 | i | i
COc1ccc(OC)c(CCNC(=O)CN2C(=O)CCSc3ccccc32)c1 | i | i
COc1ccc(-n2cccc2/C=C/[N+](=O)[O-])cc1 | -6.5* | i
Cc1cccc(C2N(c3nccs3)C(=O)C3CCCN32)c1 (configuration not stated) | i | i
C[N+]12CCCCC1[C@@H](CO)CCC2 (some centres not stated) | i | i
CC(C(=O)Nc1ccc2c(c1)OCCO2)N1CCN(C(=O)c2ccco2)CC1 (configuration not stated) | i | i
O=C(NC1CSCC1OC(=O)c1ccccc1)c1ccccc1 (configuration not stated) | i | i
Cc1ccc(CNC(=O)c2cn(C)c(=O)c3c2c2ccccc2n3C)o1 | i | i
O=C(O)c1ccc(N/N=C/c2ccc3c(c2)OCO3)cc1 | i | i

# Laid out differently: results already given.
SMILES: CC1=NCCN1CCNC(=O)Nc1cc(C)cc(C)c1
- KCNQ2 inh: i
- CHT block: i
SMILES: O=C(NCc1ccc2c(c1)OCO2)c1ccccc1Cl
- KCNQ2 inh: i
- CHT block: i
SMILES: CCc1nc2ccccc2c(=O)n1/N=C/c1ccc(Cl)cc1
- KCNQ2 inh: i
- CHT block: i

# The results go on:
SMILES | KCNQ2 inh | CHT block
CC(=O)[C@@H]1[C@@H]2C(=O)N(c3ccc(F)c(Cl)c3)C(=O)[C@@H]2C2c3ccccc3C=CN21 (some centres not stated) | i | i
CCc1cc2cc(C(=O)Nc3ccccc3F)sc2s1 | i | i
Cn1c2c(c(=O)n(C)c1=O)[C@@H]1c3c(ccc4ccccc34)OC[C@@H]1CO2 | i | i
NC(=O)c1ccc(NC(=O)COc2cccc3c2CCNC3=O)cc1 | i | x
O=C(NCC(=O)N(Cc1ccco1)C(C(=O)NC1CCCCC1)c1cccnc1)c1ccco1 (configuration not stated) | i | i
CCOC(=O)C1(Cc2ccccc2)CCN(CC2CC=CCC2)CC1 (configuration not stated) | i | i
NC(=O)[C@@H]1CCCN1Cc1nc(Cc2ccccc2F)no1 | i | i
Cn1nccc1C(=O)N1CCN(C23CC4CC(CC(C4)C2)C3)CC1 | i | i
Cc1sc2ncn(CC(=O)Nc3ccccc3F)c(=O)c2c1-c1ccccc1 | i | i
CCOc1ccc(-c2nc(C#N)c(N3CCOCC3)o2)cc1 | i | i
COc1ccc(NC(=S)NCCCCCC(=O)C[N+](=O)[O-])cc1 | i | i
COc1ccc(CNC(=O)CNC(=O)[C@@H]2Cc3ccccc3CN2)cc1 | i | i
COc1ccc(-c2nnc(Nc3ccc(OC)c(C(=O)N4CCCCC4)c3)c3ccccc23)cc1 | i | i
CC(=O)Cc1nsc(NC(=O)c2ccccc2)n1 | i | i
Cc1ccc(C(=O)Nc2ccc(C(=O)N3CCCCC3C)cc2)cc1 (configuration not stated) | i | i

# Carrying on.
SMILES | KCNQ2 inh | CHT block
COc1ccc(CCNC(=O)CN2CCC(C(N)=O)CC2)cc1 | i | i
O=C(O)c1cccnc1Oc1ccccc1 | i | i
C=CCNC(=O)c1c(Cl)cnn1-c1ccc(C)cc1 | i | i
Cn1nc(C(C)(C)C)c([N+](=O)[O-])c1C(=O)N1CCOCC1 | i | i
CCOC(=O)C1(Cc2cccc(OC)c2)CCN(CCO)CC1 | i | i
O=S(=O)(c1ccc(NC(=S)NN=C(C2CC2)C2CC2)cc1)N1CCOCC1 | i | i
Cc1ccc2c(c1)nnn2C1CCN(C(=O)c2cccs2)CC1 | i | i
Cc1c(C)c(C)c2[nH]c(-c3ccc4c(c3)OCO4)nc2c1C | i | i
O=c1cc(O)c2c(=O)n(Cc3ccccc3)c3ccccc3c2o1 | i | i
CCOC(=O)c1cc2c(=O)c3cc(C)ccc3oc2nc1C | i | i
COc1ccc(CCNc2nc(-c3ccc(NC(C)=O)cc3)cs2)cc1OC | i | i
Cc1ccc(-c2nc(N/N=C/c3cccnc3)c3ccccc3n2)cc1 | i | i
O=c1[nH]cccc1-c1nc2ccccc2n1Cc1ccc(Cl)cc1 | i | i
CC1=C(C)C(OCCBr)N(c2cc(O)c(Cl)cc2F)C1=O (configuration not stated) | i | i
CN1CCN(C(=O)C2=C[C@@H](C3CCCCC3)C[C@@H](OCCCCO)O2)CC1 | i | i

# Additional entries follow:
SMILES | KCNQ2 inh | CHT block
Cc1c(Cl)ccc2c(C(=O)NCCCn3nccc3C)cc(-c3ccccn3)nc12 | i | i
Cc1ccc(NC(=O)c2oc3ccc(S(=O)(=O)N4CCOCC4)cc3c2C)cc1C | i | i
COc1ccc(OC)c(C(=O)NC(CC(N)=O)c2ccc(NCCOc3ccccc3)c([N+](=O)[O-])c2)c1 (configuration not stated) | i | i
CC1CCN(S(=O)(=O)c2ccc(C(=O)NC3CCS(=O)(=O)C3)cc2)CC1 (configuration not stated) | i | i
Cc1ccc(S(=O)(=O)N(C)Cc2nc(-c3ccncc3)no2)cc1 | i | i
Cc1cc(=O)oc2cc(OCC(=O)NCC3CCC(C(=O)O)CC3)ccc12 (configuration not stated) | i | i
CNC(=O)CSc1nnc(-c2cccnc2)n1CCc1ccccc1 | i | i
COc1cc(C(=O)N/C(=C\c2cn(C)c3ccccc23)C(=O)NCCN2CCOCC2)cc(OC)c1OC | i | i
Cc1cc(Cl)c(OCCCSc2nc(C)cc(=O)[nH]2)c(Br)c1 | i | i
COc1ccc(-c2nc(Cn3c(SCc4ccccc4F)nc4ccncc43)c(C)o2)cc1 | i | i
COC(=O)c1ccc(N2C(=O)CC(N3CCN(c4ccccc4)CC3)C2=O)cc1 (configuration not stated) | i | i
Cc1ccc(NC(=O)CCn2cnc3ccccc3c2=O)c(C)c1 | i | i
Cc1cc(C)c(NC(=O)CSc2nc3ccncc3[nH]2)c(C)c1 | i | i
O=C(Nc1cc(C(F)(F)F)ccc1Cl)c1cc2nc3c(c(C(F)(F)F)n2n1)CCCC3 | i | i
Oc1ccccc1C=NCC(O)c1ccccc1 (configuration not stated) | i | i

# (cont.)
SMILES | KCNQ2 inh | CHT block
COc1ccccc1C(=O)n1nc(-c2ccccc2)nc1N | i | i
CN(c1ccccc1)S(=O)(=O)c1nnc(NC(=O)C2CCCCC2)s1 | i | i
O=C(CCC(=O)Nc1ccc(F)cc1)N/N=C/c1cccs1 | i | i
Nc1[nH]c(=O)ncc1F | i | i
COc1ccc(Nc2oc(COc3ccc(C)cc3)nc2C#N)cc1 | i | i
CCCCCCC(=O)N(O)C1CC(=O)N(c2ccccc2)C1=O (configuration not stated) | i | i
COc1ccc(OC)c(N(CC(=O)NC2CC2)S(=O)(=O)c2ccc(C)cc2)c1 | i | i
CSc1ccc(/C=N/n2c(COc3ccccc3)n[nH]c2=S)cc1 | i | i
COc1ccc2oc(=O)c(C(=O)NCc3ccccc3)cc2c1 | i | i
O=C(CSc1ncn[nH]1)Nc1nnc(-c2ccccc2)s1 | i | i
Cn1c(/C=C/c2ccc(Cl)cc2Cl)c([N+](=O)[O-])c(=O)n(C)c1=O | i | i
Cc1cc(NC(=O)c2ccc(F)cc2)ccc1NC(=O)c1ccco1 | i | i
CCc1ccc(C(=O)COC(=O)C(Cc2ccccc2)NC(=O)C2CCC(C)CC2)cc1 (configuration not stated) | i | i
COc1ccc(Sc2ncnc3onc(C)c23)cc1 | i | i
COC(=O)c1ccc(CSc2nnc3c(Cl)cc(Cl)cn23)o1 | i | i

# (next part)
SMILES | KCNQ2 inh | CHT block
COc1cc(OC)cc(C(C(=O)NC2CCCCC2)N(C(=O)c2ccno2)c2ccccc2)c1 (configuration not stated) | i | i
CC(C)c1ccc(NC(=O)N2CCN(S(=O)(=O)c3ccccc3)CC2)cc1 | i | i
NS(=O)(=O)c1cccc(NC(=O)CSc2ncnc3ccccc23)c1 | i | i
CCOC(=O)C1/C(=N\O)CC(C)(O)C(C(=O)OCC)C1c1ccc(OC)c(OC)c1 (configuration not stated) | i | i
O=C(Nc1ccc2c(c1)OCCO2)c1ccc(CN2CCOCC2)cc1 | i | i
COc1ccc(-n2nc3c(c2NC(=O)c2ccc(Br)o2)CS(=O)(=O)C3)cc1 | i | i
CCOC(=O)N1CCC(NC(=O)CSCc2nc(-c3ccc(OC)c(OC)c3)oc2C)CC1 | i | i

# Filtered by structure: the entries above containing bromine
SMILES | KCNQ2 inh | CHT block
O=c1c2c3c(sc2ncn1/N=C/c1ccc(Br)o1)CCCC3 | i | i
O=c1[nH]c(=S)n(-c2ccc(Br)cc2)c2ncccc12 | i | i
CC1=C(C)C(OCCBr)N(c2cc(O)c(Cl)cc2F)C1=O (configuration not stated) | i | i
Cc1cc(Cl)c(OCCCSc2nc(C)cc(=O)[nH]2)c(Br)c1 | i | i
COc1ccc(-n2nc3c(c2NC(=O)c2ccc(Br)o2)CS(=O)(=O)C3)cc1 | i | i
